Screens as filed in PubChem BioAssay.
TSG101-PTAP inh – qHTS Assay for Iinhibitors of HIV-1 Budding by Blocking the Interaction of PTAP/TSG101; Fluorescence polarization, FITC-PTAP peptide / Tsg101 binding; 340,000 tested, under 10 active; Potency, µM (doses to about 115 µM), without a hit: at the highest dose activity change, negative = inhibition, most hits filed as inhibitors; active = well fitted inhibition curve with a large enough effect in the main read-out, with a control signal flat, not every such curve was filed as active; inconclusive = small, poorly fitted or top-dose-only effect, or effect the other way, or a change in a side signal; inactive = no such curve, though single readings can be large or run the other way; also: potency is read from the fitted curve at half-maximal effect; % of control where 0% means no effect
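Tsg101 binding domain (10 uM final) was mixed with compound and a FITC-labeled PTAP peptide (50 nM final) in HEPES pH 7.5 buffer with NaCl, Tween 20, EDTA and TCEP; fluorescence polarization was read after 20 min at r.t.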
TCR activator – Activators of T cell receptors: qHTS campaign | primary human leukocytes, anti-CD3, IL-2 HTRF, 48 h | 330,000 tested, under 10 active | Potency, µM (highest dose often 9.22 µM), for the others: at the top dose activation of IL-2 secretion, usual class: activators; also: % of control where 0% means no effect
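Primary human leukocytes were stimulated with a-CD3 beads plus compounds for 48 hr without co-stimulation; secreted IL-2 was quantified by HTRF using a-IL-2-K (europium cryptate) and a-IL-2-d2, excited at 320nm with acceptor emission read at 665nm.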
AT treatment – qHTS Assay for Identifying a Potential Treatment of Ataxia-Telangiectasia; […] A-T fibroblasts, KAP-1 phosphorylation AlphaLISA; neocarzinostatin DNA damage 30 min before lysis; Potency, µM (series often up to 57.5 µM), for inactives: at the top dose activation, usual class: activators; actives 0.19% (n = 320,000); also: potency is read from the fitted curve at half-maximal effect; % of control where 0% means no effect; nearly all actives have a fitted effect of over 45% in size
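ATM-like activity read as KAP-1 phosphorylation via AlphaLISA donor/acceptor antibody pairs after lysis and 6 hr at 25C. Cells were ATM-null patient fibroblasts ([…], hTERT), dosed 60 min, then exposed to the DSB inducer NCS for 30 min.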
Menin MLL FP TR – qHTS Assay for Inhibitors Targeting the Menin-MLL Interaction in MLL Related Leukemias: Competition With Texas Red Labeled MLL-derived Mutant Peptide | Menin + Texas Red MLL mutant peptide, fluorescence polarization | Potency, µM (top dose mostly 61.6 µM), inactives show top-dose FP activity change, negative = inhibition, most hits filed as inhibitors | actives 0.23% (n = 270,000) | AID 1768, 2009; active = well fitted inhibition curve with a large enough effect in the polarisation, with a control signal flat, not every such curve was filed as active; inconclusive = small, poorly fitted or top-dose-only effect, or effect the other way, or a change in a side signal; inactive = no such curve, though single readings can be large or run the other way; the % refers to the polarisation; also: potency is read from the fitted curve at half-maximal effect; % of control where 0% means no effect; many of its hits are not listed in these tables
MBNL1 CUG block – qHTS Assay for Inhibitors of MBNL1-poly(CUG) RNA binding | AID 2675, 2010 | Potency, µM (titrated, usually from 57.5 µM), inactives show at the highest dose activity change, negative = inhibition, usual class: inhibitors | Muscleblind-like protein 1 (Homo sapiens), Q9NR56 | actives 0.036% (n = 280,000) | TR-FRET MBNL1-His/biotin-(CUG)12 binding, 665/545 ratio; active = well fitted inhibition curve with a large enough effect in the signal ratio, with a control signal flat, not every such curve was filed as active; inconclusive = small, poorly fitted or top-dose-only effect, or effect the other way, or a change in a side signal; inactive = no such curve, though single readings can be large or run the other way; the % refers to the signal ratio; also: potency is read from the fitted curve at half-maximal effect; % is scaled to controls: 0 for no effect and ±100 for the full control effect
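Ratiometric TR-FRET (665 over 545 nm, excitation 340 nm) tracks disruption of MBNL1-His/biotin-(CUG)12 complex after 60 min at room temperature, with compounds at 92 nM to 58 uM final.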
Mito fusion yeast – qHTS Assay for Small Molecule Inhibitors of Mitochondrial Division or Activators of Mitochondrial Fusion. S. cerevisiae fusion-defective mutant growth rescue, CellTiterGlo 48 h. Potency, µM (top dose mostly 46.1 µM), for the others: top-dose growth rescue (activation), hits mostly activators. actives 0.23% (n = 320,000);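 also: potency is read from the fitted curve at half-maximal effect; % of control where 0% means no effect; nearly all actives have a fitted effect of over 45% in size; temperature-sensitive fusion mutants such as fzo1-1 at 37 °C on non-fermentable ethanol glycerol medium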
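S. cerevisiae fusion-defective temperature-sensitive mutants (e.g. fzo1-1, mgm1-5) grown 48 h at 37C in YPEG (ethanol/glycerol non-fermentable) medium with 23 nl compound per well; growth rescue read as CellTiterGlo luminescence.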
S-ASM inh – Inhibitors of Secretory Acid Sphingomyelinase (S-ASM): qHTS | actives 0.006% (n = 340,000) | Sphingomyelin phosphodiesterase (Homo sapiens), P17405 | placental ASM, HMU-PC fluorogenic substrate, 60 min | Potency, µM (highest dose often 57.5 µM), without a hit: at the top dose activity change, negative = inhibition, most hits filed as inhibitors; also: potency is read from the fitted curve at half-maximal effect
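Human placenta-derived ASM enzyme was preincubated with compound for 10 minutes at room temperature, then given fluorogenic substrate HMU-PC0 (9 uM final) for 60 minutes at 37 °C; a pH 10 stop preceded fluorescence reading at Ex 386/Em 447 nm.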
MLL CXXC-DNA inh – qHTS Fluorescence Polarization Assay for Inhibitors of MLL CXXC domain - DNA interaction. MLL-CXXC / FITC-HOXA9 DNA fluorescence polarization. actives 0.037% (n = 290,000). Potency, µM (doses to about 115 µM), inactives show top-dose activity change, negative = inhibition, most hits filed as inhibitors. AID 2662, 2010; active = well fitted inhibition curve with a large enough effect in the polarisation, with a control signal flat, not every such curve was filed as active; inconclusive = small, poorly fitted or top-dose-only effect, or effect the other way, or a change in a side signal; inactive = no such curve, though single readings can be large or run the other way; the % refers to the polarisation; also: potency is read from the fitted curve at half-maximal effect
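Purified MLL-CXXC (added from a 7 uM solution) was preincubated 5 min at ambient with pinned compounds in 50 mM Tris-HCl pH 7.5, 50 mM NaCl, 1 mM DTT, 0.05% BSA. Fluorescein-labeled HOX-A9 DNA (50 nM solution) followed, 30 min, then polarization read.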
TSHR antag – Antagonists of the Thyroid Stimulating Hormone Receptor: HTS campaign. Thyrotropin receptor (Homo sapiens), P16473. TSHR-expressing cells, TSH-stimulated cAMP HTRF, 2 h; hits give low values. activity change, negative = inhibition, % at 11.5 µM. actives 0.2% (n = 330,000). AID 504810, 2011;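 active = activity change below a set negative limit, meaning inhibition stronger than a set level, cut at about -70% in these data; inconclusive = activity change between two set negative limits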; also: % is scaled to controls: 0 for no effect and ±100 for the full control effect
Target sequence (P16473 whole entry, looked up): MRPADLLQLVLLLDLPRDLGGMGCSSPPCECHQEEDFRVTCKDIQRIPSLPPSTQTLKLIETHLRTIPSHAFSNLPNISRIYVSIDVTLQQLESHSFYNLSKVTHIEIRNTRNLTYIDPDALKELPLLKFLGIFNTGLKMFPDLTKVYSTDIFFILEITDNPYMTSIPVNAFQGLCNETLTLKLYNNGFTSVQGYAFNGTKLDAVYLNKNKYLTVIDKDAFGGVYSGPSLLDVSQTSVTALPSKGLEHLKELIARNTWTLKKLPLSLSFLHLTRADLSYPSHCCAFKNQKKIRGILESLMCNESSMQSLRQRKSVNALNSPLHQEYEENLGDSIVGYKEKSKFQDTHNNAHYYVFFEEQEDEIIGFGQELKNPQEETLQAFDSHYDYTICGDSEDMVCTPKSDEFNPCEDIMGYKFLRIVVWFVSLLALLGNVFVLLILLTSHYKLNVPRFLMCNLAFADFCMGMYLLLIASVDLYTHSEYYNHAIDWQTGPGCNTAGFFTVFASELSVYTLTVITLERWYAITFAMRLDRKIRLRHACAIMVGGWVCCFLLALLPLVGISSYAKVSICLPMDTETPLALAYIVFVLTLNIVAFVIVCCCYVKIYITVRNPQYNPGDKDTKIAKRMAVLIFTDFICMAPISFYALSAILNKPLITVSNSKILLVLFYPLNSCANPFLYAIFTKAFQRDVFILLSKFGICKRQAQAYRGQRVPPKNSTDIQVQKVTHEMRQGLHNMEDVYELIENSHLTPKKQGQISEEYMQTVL
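Cell-based HTRF cAMP assay; TSHR cells + compound, TSH EC80 (4nM final), 2 h, 37 deg C. Lysis with anti-cAMP cryptate and cAMP-d2, 30 min RT, read 665/620 nm.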
a7 integrin act – qHTS for Activators of Integrin-Mediated Alleviation for Muscular Dystrophy | alpha7betagal myoblasts, beta-gal FDG fluorescence, 48 h | Potency, µM (doses to about 38.3 µM), for the others: top-dose activation, hits mostly activators | actives 0.064% (n = 350,000);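 also: potency is read from the fitted curve at half-maximal effect; 100% = response of the positive control SU9516; nearly all actives have a fitted effect of over 60% in size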
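alpha7betagal+/- myoblasts (passage 13, 250/well) treated 48 h at 37C with compounds at 1:260 dilution of DMSO stock. Lysed, then beta-galactosidase activity read as FDG fluorescence (ex 480/em 540) after 30 min, with pre-read for autofluorescence.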
* = called active by the depositor; ? = inconclusive; · = no result given; [ ] = another dose, or the depositor's remark. Unless noted, calls follow the shape of the dose curve; as a rule, active = well fitted curve in the direction sought with a large enough effect; inconclusive = small, poorly fitted or top-dose-only effect, or another doubt; inactive = no such curve, though single readings can be large; an effect the other way counts as inactive or inconclusive.

compound,TSG101-PTAP inh,TCR activator,AT treatment,Menin MLL FP TR,MBNL1 CUG block,Mito fusion yeast,S-ASM inh,MLL CXXC-DNA inh,TSHR antag,a7 integrin act
O=C(COc1ccccc1Br)NCc1ccco1,-4%,2%,1%,-10%,-3%,2%,-1%,-4%,-2,4%
O=C1COc2ccc(-c3csc(NCCc4ccccc4)n3)cc2N1,-5%,-4%,24%,13%,11%,8%,-17%,-2%,5,?
CC1CCCCN1Cc1c(O)ccc2c(=O)c(-c3ccc(Cl)cc3)coc12 (centres undefined),-2%,-10%,-10%,5%,-2%,22%,44%[activator],10%,-6,-36%
N#Cc1ccc(CNc2cnccn2)cc1,0%,-1%,-3%,-13%,0%,2%,8%,-8%,3,1%
O=C(/C=C/c1ccc(Br)cc1)NCc1cccs1,-3%,16%[46.1 µM],-7%,-25%,-11%,?,0%,4%,32,-2%
COc1ccc(OCCCC(=O)Nc2nncs2)cc1,-3%,-21%[46.1 µM],-1%,7%,-8%,-1%,-1%,3%,2,1%
O=C(O)C1CC=CCC1C(=O)NCc1cn2ccccc2n1 (centres undefined),-5%,0%,·,-20%,-6%,0%,4%,-12%,12,7%
COc1cc2c(cc1NC(=O)Cn1cnc3c1c(=O)n(C)c(=O)n3C)oc1ccccc12,·,·,-2%,0%,-7%,0%,·,-7%,5,·
Cc1ccc(S(=O)(=O)NCCc2cc3ccc(C)c(C)c3[nH]c2=O)cc1,-2%,-13%,-5%,-1%,-2%,9%,-1%,27%,13,24%
Cc1ccc(-n2nc3c4c(cccc4c2=O)-c2ccccc2-3)cc1,0%,4%,-1%,-3%,4%,5%,29%,18%,-11,10%
O=C(CN1C(=O)C2(OCCO2)c2cc(Br)ccc21)NO,-3%,-4%,·,·,·,·,-2%,·,·,-14%
O=C(NCc1ccccc1)C1=C[C@H](c2csc3ccccc23)C[C@H](OCc2ccc(CO)cc2)O1,-3%,2%,-27%,·,8%,5%,-11%,9%,-1,-31%
COc1ccccc1N1CCN(CC(=O)N2N=CCC2c2ccccc2)CC1 (centres undefined),-7%,-7%[46.1 µM],1%,16%,-12%,0%,5%,5%,-3,25%
Cc1sc2c(c1C)c(=O)nc1n2Cc2ccccc2-1,·,·,-2%,·,1%,1%,·,3%,-1,·
O=C(CS(=O)(=O)c1ccccc1)N1CCc2ccccc21,0%,-1%,5%,4%,3%,-2%,6%,6%,0,23%
COc1ccccc1-c1cccc([C@@H]2C[C@H]3[C@H](CON3C)CN2C(=O)C(C)(C)C)c1,0%,1%,·,·,·,·,-2%,·,·,38%
O=C1N=C2N(CCN3CCCCC3)c3ccccc3N2/C1=C\c1ccc([N+](=O)[O-])o1,·,·,16%,8%,5%,4%,·,21%,-5,·
COC(=O)c1[nH]c2cccc(OC)c2c1NC(=O)CCN1CCN(c2ccccc2F)CC1,·,·,4%,-23%,7%,-1%,·,1%,-9,·
CCC(C)SCc1nc2ccccc2[nH]1 (centres undefined),-1%,3%,-5%,3%,5%,-4%,3%,-4%,-6,-19%
Cc1ccc(C(=O)CC2(O)C(=O)N(C)c3ccccc32)s1 (centres undefined),-4%,5%,5%,-16%,11%,0%,3%,4%,-24,-20%
O=C(c1cc([N+](=O)[O-])ccc1N1CCCCC1)N1CCCC1,1%,-5%[46.1 µM],-19%,-6%,?,0%,-4%,43%[activator],23,-10%
CCOC(=O)C1CCCN(C(=O)c2ccc(-c3ccccc3Cl)o2)C1 (centres undefined),-1%,-2%,·,·,·,·,-1%,·,·,12%
CCCNC1CCS(=O)(=O)C1 (centres undefined),-4%,-3%,0%,16%,-4%,1%,1%,2%,29,-14%
CCOC(=O)c1[nH]c(=O)[nH]c1COC(=O)c1cc2ccccc2o1,-2%,4%,4%,-3%,?,4%,5%,0%,17,-3%
Cc1ccccc1CC(=O)N1CCCC1,-7%,-2%,4%,-20%,-12%,1%,-1%,8%,77,-10%
Cc1ccccc1NC(=S)NNC(=O)c1cccnc1,2%,0%[46.1 µM],3%,3%,5%,-2%,·,2%,-4,-4%
N#C/C(=C\c1cn[nH]c1-c1ccccc1Br)C(=O)O,-1%,2%,-2%,21%,?,2%,11%,-2%,-3,7%
CCOC(=O)CSc1nnc(NC(=O)c2ccc3c(c2)OCO3)s1,-1%,5%,2%,·,11%,0%,4%,33%[activator],-13,?
CCO[C@H]1OC(C(=O)N2CCN(Cc3ccc4c(c3)OCO4)CC2)=C[C@@H](c2ccccc2)[C@@H]1CCCO,·,0%,12%,?,8%,1%,9%,10%,-7,-9%
CCCc1cc(=O)oc2cc(OC(C)C(=O)NC3CC(C)(C)NC(C)(C)C3)ccc12 (centres undefined),4%,8%,1%,-5%,-3%,-2%,-7%,0%,-6,-4%
CCc1ccc2c(COC(=O)C3CC(=O)N(CCc4ccccc4)C3)cc(=O)oc2c1 (centres undefined),-3%,5%,-6%,·,·,14%,-9%,·,-4,16%
CS(=O)(=O)N(CC(N)=O)c1ccc2c(c1)OCO2,-2%,6%,-4%,18%,1%,-2%,0%,-1%,7,8%
NNc1nc(-c2ccccc2)c2ccccc2n1,-3%,3%,2%,?,9%,-11%,15%,3%,-1,10%
Cc1noc(C)c1C(=O)N1CCCC(C(=O)c2cccc(OC(C)C)c2)C1 (centres undefined),-4%,-2%,2%,-20%,5%,3%,2%,1%,-11,-23%
COc1nccnc1NS(=O)(=O)c1ccc(NC(=O)c2cccc(C)c2)cc1,-1%,0%,-5%,17%,-1%,-3%,-2%,-19%,13,-16%
CCOC(=O)CSc1nnc(C)c(C)n1,-4%,-3%,·,·,·,·,11%,·,·,-1%
Cc1cccc(-c2cc3nc(-c4ccccc4)cc(N4CCC5(CC4)OCCO5)n3n2)c1,-2%,3%[46.1 µM],23%,-5%,-4%,?,·,3%,-5,-4%
COc1cc2ccccc2cc1C(=O)NC1CCCC1,1%,-2%,5%,·,·,·,8%,·,-17,17%
Cc1ccc(CNC(=O)C2CCC(=O)N2C(C)C)cc1 (centres undefined),-6%,7%,0%,12%,-4%,-1%,0%,6%,-1,6%
CC(Sc1ccc(S(=O)(=O)N2CCOCC2)cc1[N+](=O)[O-])C(=O)O (centres undefined),1%,-5%[46.1 µM],-2%,-20%,?,-4%,-2%,-9%,8,7%
N#Cc1c(NC(=O)Cn2c(=O)oc3ccccc32)oc(-c2ccccc2)c1-c1ccccc1,-2%,2%,-3%,-2%,8%,-17%,-8%,-9%,77,12%
Cc1c(C(=O)N(CC(C)C)c2c(N)n(Cc3ccccc3)c(=O)[nH]c2=O)sc2nc3n(c(=O)c12)CCC3,-4%,-4%,-1%,·,·,-6%,5%,·,2,-2%
CCOCCCNC(=O)C(c1ccc(C)cc1)N(Cc1ccc2c(c1)OCO2)C(=O)c1cnccn1 (centres undefined),-2%,0%,5%,13%,-4%,-2%,5%,12%,10,-3%
O=C(Nc1ccccc1N1CCCCC1)c1cc(S(=O)(=O)N2CCOCC2)ccc1F,-8%,2%,-4%,·,·,?,-2%,·,-23,10%
CC(=O)c1ccc(NS(=O)(=O)c2cccc(C)c2)cc1,-9%,-6%,2%,6%,22%,6%,2%,-3%,-5,16%

The list is partial (hit frequency here may not be typical).
